GLP1R ag: agonists of human GLP-1 receptor; P43220; Potency, µM (series often up to 45.6 µM), inactives show at the highest dose activation, actives largely listed as activators; HEK293 GLP-1R CRE-luciferase, luminescence, 4-6 h; cells express a hypersensitive GLP-1R form; AID 624172; 380,000 compounds, 0.007% hits; further: % of control where 0% means no effect
Target sequence (P43220 whole entry, looked up): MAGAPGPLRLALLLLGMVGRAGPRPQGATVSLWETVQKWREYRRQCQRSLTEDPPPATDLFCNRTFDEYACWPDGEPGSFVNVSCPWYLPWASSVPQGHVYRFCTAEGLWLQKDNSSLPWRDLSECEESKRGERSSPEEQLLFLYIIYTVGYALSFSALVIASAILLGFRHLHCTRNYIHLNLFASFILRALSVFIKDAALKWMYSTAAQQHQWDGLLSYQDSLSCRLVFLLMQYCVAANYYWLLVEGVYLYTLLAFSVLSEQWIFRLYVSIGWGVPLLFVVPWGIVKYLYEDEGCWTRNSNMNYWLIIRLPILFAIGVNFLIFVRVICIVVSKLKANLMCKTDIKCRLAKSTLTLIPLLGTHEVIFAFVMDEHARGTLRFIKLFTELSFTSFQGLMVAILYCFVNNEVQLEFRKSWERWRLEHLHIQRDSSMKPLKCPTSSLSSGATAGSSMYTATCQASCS
HT1080NT lethal: kills 2HG-producing HT-1080-NT fibrosarcoma cells. HT-1080-NT fibrosarcoma viability, CellTiter-Glo ATP luminescence, 48 h. Potency, µM (titrated, usually from 46.1 µM), for the others: at the highest dose activity, negative = less viability, actives largely listed as cytotoxic. 360,000 compounds, 1.6% hits. AID 686970;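 further: NT is the 2HG producing partner of a matched IDH1 knockdown line; 0% = DMSO-treated cells and -100% = media-only wells without cells; nearly all actives have a fitted effect of over 55% in size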
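Toxicity toward the 2HG-producing NT line was scored as %Activity, normalised to DMSO and no-cell wells, from CellTiter-Glo luminescence after 48 hours' treatment.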
SW480 rerep: induces DNA re-replication in SW480 colon adenocarcinoma cells; 340,000 compounds, 1.8% hits; Potency, µM (titrated, usually from 46.1 µM), inactives show at the highest dose re-replication activation, usual class: activators; SW480 DNA re-replication, Hoechst DNA content imaging, 48 h; further: % of control where 0% means no effect; nearly all actives have a fitted effect of over 55% in size
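250 cells/well; 23 nL cpd via pin tool; 48 hr, 37 C, 5% CO2; Hoechst 40 min; imager read of total nuclear intensity, ex 405/em 500-530 nm.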
KB-3-1 cytotox: kills parental KB-3-1 adenocarcinoma cells. KB-3-1 viability, CellTiter-Glo ATP luminescence, 72 h. Potency, µM (titrated, usually from 46.1 µM), for the others: at the top dose activity change, negative = cytotoxic, actives largely listed as cytotoxic. 400,000 compounds, 1.4% hits. AID 1347075; further: on the % scale 0 is the no-effect control and ±100 the full control effect; nearly all actives have a fitted effect of over 60% in size
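Viability of parental KB-3-1 cells, measured by CellTiter-Glo luminescence, followed a 72 h incubation at 37 °C with pinned compounds in phenol-red-free DMEM containing 10% FBS.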
GLP-1R inv ag: inverse agonists of human GLP-1 receptor; AID 624417; HEK293 GLP-1R CRE-luciferase, luminescence, 24 h; GLP-1R form is constitutively active; 410,000 compounds, 1.6% hits; Potency, µM (top dose mostly 38.3 µM), inactives show at the highest dose activity change, negative = inhibition, hits mostly inhibitors; further: on the % scale 0 is the no-effect control and ±100 the full control effect; nearly all actives have a fitted effect of over 55% in size
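Seeding at 200 cells/uL, 12 h culture, 24 hr compound treatment, then luciferase reagent and a luminescence read; cells are HEK293 stably expressing a constitutively active GLP-1R plus cAMP-responsive luciferase.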
HT1080 IDH1KD tx: toxicity to HT-1080 IDH1 knockdown cells (counter line) | HT-1080 IDH1 knockdown viability, ATP luminescence, 48 h | 360,000 compounds, 2% hits | Potency, µM (series often up to 46.1 µM), inactives show at the highest dose activity, negative = toxicity, actives largely listed as cytotoxic | AID 686971;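 further: 0% = DMSO wells and -100% = cell-free medium wells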
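IDH1KD HT-1080 cells, 750/well, RPMI + 5% FBS; compound pinned after 2 h settling; 48 h, 37 °C; CellTiter-Glo luminescence; % activity normalised to DMSO and no-cell wells; curves fitted, classed by r2 and efficacy.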
TDP43 rescue: TDP-43 toxicity inhibition in yeast; TDP-43 expressing yeast growth rescue, BacTiter-Glo, 24 h; Potency, µM (top dose mostly 46.1 µM), inactives show at the highest dose growth rescue (activation), hits mostly activators; 410,000 compounds, 1.8% hits; AID 652104; further: % of control where 0% means no effect; nearly all actives have a fitted effect of over 50% in size
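Growth rescue of TDP-43-toxic yeast measured as ATP luminescence (BacTiter-Glo). Cells grown to mid-log in raffinose, induced in galactose at OD600=0.02, exposed to compound 24 hr at 30 deg C.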
KB-V1 MDR tox: kills drug-selected multidrug resistant KB-V1 cells. Potency, µM (series often up to 46.1 µM), inactives show at the top dose activity change, negative = cytotoxicity, hits mostly cytotoxic. 400,000 compounds, 3.4% hits. KB-V1 MDR cells viability, CellTiter-Glo, 72 h; further: on the % scale 0 is the no-effect control and ±100 the full control effect; nearly all actives have a fitted effect of over 60% in size
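Luminescent ATP read-out (CellTiter-Glo, 10 min) measures survival of drug-selected KB-V1 MDR cells after 72 h, 37 degrees C compound exposure. Medium: phenol-red-free DMEM, 10% FBS. Values from fitted concentration-response curves.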
GLP1R cytotox: cytotoxic in the GLP-1 receptor inverse agonist counter-screen | HEK293 cAMP-luciferase reporter cells, luminescence, 24 h | Potency, µM (highest dose often 38.3 µM), without a hit: top-dose activity change, negative = inhibition, actives largely listed as inhibitors | 410,000 compounds, 0.13% hits | AID 624418;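 further: loss of luciferase light is scored as toxicity; on the % scale 0 is the no-effect control and ±100 the full control effect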
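Compound-treated cells are incubated 24 hr at 37 deg C under 5% CO2 after a 12 hour attachment period, then luciferase detection reagent is added and luminescence is measured following 12 min at room temperature; lowered signal indicates toxicity.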
* hit, by the source's call; [ ] = dose if it differs, or a comment. The call rests on the fitted dose curve; in most records, active means well fitted curve in the direction sought with a large enough effect; inconclusive means small, poorly fitted or top-dose-only effect, or another doubt; inactive means no such curve, though single readings can be large; an effect the other way counts as inactive or inconclusive. Potency means the concentration at half of the fitted maximal effect.

How did CC(C)NC(=O)Nc1ccc(Br)cc1Cl do in these assays?
GLP1R ag: 7%; HT1080NT lethal: -14%; SW480 rerep: 2%; KB-3-1 cytotox: 0%; GLP-1R inv ag: 26%; HT1080 IDH1KD tx: -15%; TDP43 rescue: 22%; KB-V1 MDR tox: inconclusive; GLP1R cytotox: 5%

Results for COc1ccc(CNC(=O)CN(Cc2ccccc2)C(=O)c2csnn2)cc1 ?
GLP1R ag: 4%; HT1080NT lethal: -4%; SW480 rerep: -20%; KB-3-1 cytotox: -8%; GLP-1R inv ag: -13%; HT1080 IDH1KD tx: 1%; TDP43 rescue: 3%; KB-V1 MDR tox: -9%; GLP1R cytotox: 39%[activator]

How did COc1ccc(OCC(=O)Nc2cccc(C(C)=O)c2)cc1 do in these assays?
GLP1R ag: 3%; HT1080NT lethal: -4%; SW480 rerep: -5%; KB-3-1 cytotox: -9%; GLP-1R inv ag: 6%; HT1080 IDH1KD tx: -1%; TDP43 rescue: 28%; KB-V1 MDR tox: -8%; GLP1R cytotox: -9%

How did O=C(NCc1ccco1)/C(=C/C=C\c1ccccc1)NC(=O)c1ccc(Br)o1 do in these assays?
GLP1R ag: -13%; HT1080NT lethal: 0%; SW480 rerep: inconclusive; KB-3-1 cytotox: inconclusive; GLP-1R inv ag: inconclusive; HT1080 IDH1KD tx: inconclusive; TDP43 rescue: -6%; KB-V1 MDR tox: 4.1µM*; GLP1R cytotox: 4%

What do the screens show for `Cc1cc(NC(=O)c2ccc(C#N)cc2)n(-c2ccccn2)n1`?
GLP1R ag: 3%; HT1080NT lethal: 22%; SW480 rerep: -8%; KB-3-1 cytotox: -4%; GLP-1R inv ag: 0%; HT1080 IDH1KD tx: 3%; TDP43 rescue: -11%; KB-V1 MDR tox: -3%; GLP1R cytotox: -9%

What do the screens show for `COc1ccc(N2CC(NC(=O)CCc3ccccc3)CC2=O)cc1OC` (configuration not stated)?
GLP1R ag: 0%; KB-3-1 cytotox: 10%; GLP-1R inv ag: 3%; TDP43 rescue: 0%; KB-V1 MDR tox: 23%; GLP1R cytotox: -3%

What do the screens show for `O=S(=O)(c1ccccc1)N(CC1CO1)c1cccc2ccccc12` (configuration not stated)?
GLP1R ag: 3%; HT1080NT lethal: -18%; SW480 rerep: 21µM*; KB-3-1 cytotox: -3%; GLP-1R inv ag: -20%; HT1080 IDH1KD tx: inconclusive; TDP43 rescue: 5%; KB-V1 MDR tox: 1%; GLP1R cytotox: 4%

Results for O=[N+]([O-])c1cccc(S(=O)(=O)N/N=C\c2ccc3c(c2)OCO3)c1 ?
GLP1R ag: -3%; HT1080NT lethal: 5%; SW480 rerep: 1%; KB-3-1 cytotox: 1%; GLP-1R inv ag: 8%; HT1080 IDH1KD tx: 2%; TDP43 rescue: 13%; KB-V1 MDR tox: inconclusive; GLP1R cytotox: -4%

Results for CC(C)Oc1ccc(CN2CCC2(C)C(=O)Nc2ccc(Cl)c(Cl)c2)cc1 (configuration not stated) ?
GLP1R ag: 18%; HT1080NT lethal: inconclusive; KB-3-1 cytotox: 0%; GLP-1R inv ag: inconclusive; HT1080 IDH1KD tx: 0%; TDP43 rescue: 22%; KB-V1 MDR tox: -5%; GLP1R cytotox: 2%

What do the screens show for `O=C(c1ccc(N2CCOCC2)nc1)N1CCCCC1`?
GLP1R ag: -3%; HT1080NT lethal: 8%; SW480 rerep: 3%; KB-3-1 cytotox: 2%; GLP-1R inv ag: 9%; HT1080 IDH1KD tx: 0%; TDP43 rescue: -6%; KB-V1 MDR tox: 4%; GLP1R cytotox: 2%

How did CC(C)N(Cc1nc(-c2ccccc2)no1)C(=O)c1ccc2c(c1)OCO2 do in these assays?
GLP1R ag: -5%; HT1080NT lethal: -6%; SW480 rerep: 5%; KB-3-1 cytotox: -4%; GLP-1R inv ag: -18%; HT1080 IDH1KD tx: 3%; TDP43 rescue: 24%; KB-V1 MDR tox: -19%; GLP1R cytotox: -7%

Results for Cc1ccsc1/C=N/n1c(-c2ccccn2)n[nH]c1=S ?
GLP1R ag: 4%; HT1080NT lethal: 8%; SW480 rerep: 3%; KB-3-1 cytotox: 8%; GLP-1R inv ag: 74%[activator]; HT1080 IDH1KD tx: 7%; TDP43 rescue: 7%; KB-V1 MDR tox: 17%; GLP1R cytotox: 17%

How did OC1O[C@H](c2ccc3c(c2)OCO3)[C@H]2CO[C@H](c3ccc4c(c3)OCO4)[C@@H]12 (some centres not stated) do in these assays?
GLP1R ag: -2%; HT1080NT lethal: 0%; SW480 rerep: -72%[inhibitor]; KB-3-1 cytotox: 0%; GLP-1R inv ag: -21%; HT1080 IDH1KD tx: 0%; TDP43 rescue: 18%; KB-V1 MDR tox: 0%; GLP1R cytotox: 1%

What do the screens show for `COc1ccc(C2=NO[C@@H]3C(=O)N(Cc4ccccc4)C(=O)[C@H]23)cc1OC`?
GLP1R ag: 5%; HT1080NT lethal: 5%; SW480 rerep: -2%; KB-3-1 cytotox: inconclusive; GLP-1R inv ag: 0%; HT1080 IDH1KD tx: 7%; TDP43 rescue: 26%; KB-V1 MDR tox: 8%; GLP1R cytotox: 5%

Results for Cn1c(=O)c2cc(S(=O)(=O)N3CCC(c4ccccc4)CC3)ccc2n(C)c1=O ?
GLP1R ag: -4%; HT1080NT lethal: 16%; SW480 rerep: -15%; KB-3-1 cytotox: 1%; GLP-1R inv ag: 1%; HT1080 IDH1KD tx: inconclusive; TDP43 rescue: 4%; KB-V1 MDR tox: inconclusive; GLP1R cytotox: 1%

Looked up one by one from the list above (3):
What do the screens show for `Cc1cc(NC(=O)c2ccc(C#N)cc2)n(-c2ccccn2)n1`?
GLP1R ag: 3%; HT1080NT lethal: 22%; SW480 rerep: -8%; KB-3-1 cytotox: -4%; GLP-1R inv ag: 0%; HT1080 IDH1KD tx: 3%; TDP43 rescue: -11%; KB-V1 MDR tox: -3%; GLP1R cytotox: -9%

How did COc1ccc(OCC(=O)Nc2cccc(C(C)=O)c2)cc1 do in these assays?
GLP1R ag: 3%; HT1080NT lethal: -4%; SW480 rerep: -5%; KB-3-1 cytotox: -9%; GLP-1R inv ag: 6%; HT1080 IDH1KD tx: -1%; TDP43 rescue: 28%; KB-V1 MDR tox: -8%; GLP1R cytotox: -9%

What do the screens show for `O=C(c1ccc(N2CCOCC2)nc1)N1CCCCC1`?
GLP1R ag: -3%; HT1080NT lethal: 8%; SW480 rerep: 3%; KB-3-1 cytotox: 2%; GLP-1R inv ag: 9%; HT1080 IDH1KD tx: 0%; TDP43 rescue: -6%; KB-V1 MDR tox: 4%; GLP1R cytotox: 2%

Other records follow.
Results for Cc1oc(CC(C)C)cc1C(=O)Nc1cccc2ccccc12 ?
GLP1R ag: -3%; HT1080NT lethal: -23%; SW480 rerep: 1%; KB-3-1 cytotox: -2%; GLP-1R inv ag: inconclusive; HT1080 IDH1KD tx: inconclusive; TDP43 rescue: inconclusive; KB-V1 MDR tox: -15%; GLP1R cytotox: -21%

How did CNC(=O)/C(C#N)=C/c1c(N2CCN(c3ccccc3)CC2)nc2c(C)cccn2c1=O do in these assays?
GLP1R ag: 26%; HT1080NT lethal: 4%; SW480 rerep: inconclusive; KB-3-1 cytotox: 8%; GLP-1R inv ag: 7%; HT1080 IDH1KD tx: 2%; TDP43 rescue: -2%; KB-V1 MDR tox: 13%; GLP1R cytotox: -5%

Results for CC(C)=C1C2CCC1C1C(=O)N(c3nccs3)C(=O)C21 (configuration not stated) ?
GLP1R ag: 1%; HT1080NT lethal: 10%; SW480 rerep: -2%; KB-3-1 cytotox: 5%; GLP-1R inv ag: 10%; HT1080 IDH1KD tx: 15%; TDP43 rescue: -1%; KB-V1 MDR tox: -6%; GLP1R cytotox: 0%

How did Cc1ccc(-c2nnc(Nc3ccc(O)cc3)c3ccccc23)cc1S(=O)(=O)NCC1CCCO1 (configuration not stated) do in these assays?
KB-3-1 cytotox: inconclusive; GLP-1R inv ag: -25%; TDP43 rescue: 0%; KB-V1 MDR tox: 3%; GLP1R cytotox: -1%

What do the screens show for `COc1ccc(-c2c(=O)n(OCc3ccccc3[N+](=O)[O-])c3ccccc3[n+]2[O-])c(OC)c1`?
GLP1R ag: 18%; HT1080NT lethal: 14%; SW480 rerep: 15%; KB-3-1 cytotox: -3%; GLP-1R inv ag: -24%; HT1080 IDH1KD tx: -7%; TDP43 rescue: -14%; KB-V1 MDR tox: 2%; GLP1R cytotox: 1%

How did O=C(COC(=O)c1ccc(F)c([N+](=O)[O-])c1)NC(=O)NCc1ccccc1 do in these assays?
GLP1R ag: -63%[inhibitor]; HT1080NT lethal: -18%; SW480 rerep: inconclusive; KB-3-1 cytotox: -18%; GLP-1R inv ag: inconclusive; HT1080 IDH1KD tx: -17%; TDP43 rescue: inconclusive; KB-V1 MDR tox: inconclusive; GLP1R cytotox: inconclusive

Results for C[C@H](CO)N1C[C@H](C)[C@@H](CN(C)S(=O)(=O)c2cn(C)cn2)Oc2ccc(NS(=O)(=O)c3ccccc3)cc2C1=O ?
GLP1R ag: -5%; HT1080NT lethal: 0%; SW480 rerep: inconclusive; KB-3-1 cytotox: inconclusive; GLP-1R inv ag: 5%; HT1080 IDH1KD tx: 11%; TDP43 rescue: -15%; KB-V1 MDR tox: -17%; GLP1R cytotox: 2%

Results for COc1ccc(N2CCN(S(=O)(=O)c3ccc4c(c3)N(C(C)=O)CCO4)CC2)cc1 ?
GLP1R ag: -6%; HT1080NT lethal: -9%; SW480 rerep: -6%; KB-3-1 cytotox: 3%; GLP-1R inv ag: -10%; HT1080 IDH1KD tx: -12%; TDP43 rescue: 6%; KB-V1 MDR tox: -1%; GLP1R cytotox: -14%

High-throughput results (PubChem)
